Tcruzi prolif: blocks T. cruzi growth in NIH3T3 culture; T. cruzi beta-gal in NIH3T3, GalScreen luminescence, 90 h; 77,000 tested, 5.9% active; inhibition, % at 8.34 µM;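 active = mean inhibition above about 93%, with at least 55% of replicates each passing it, limit read from the data, passing the limit was not always enough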
Pf Dd2 growth: inhibitors of Plasmodium falciparum Dd2 growth | activity change, % at 10 µM | AID 1159554 | 94,000 tested, 2.3% active | P. falciparum Dd2 growth, SYBR Green, 72 h; active compounds read low; in the data active = activity change below about -80%
KDM4C inh: KDM4C (human) demethylase inhibition; GST-KDM4C 2-372, H3K9me3 peptide, LANCE TR-FRET; inhibition, % at 12.5 µM; 96,000 tested, 0.15% active;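 active = mean replicate inhibition above about 25%, with at least 55% of replicates also reaching it, limit read from the data, passing the limit was not always enough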
Target sequence (Q9H3R0 2-372 limits assumed): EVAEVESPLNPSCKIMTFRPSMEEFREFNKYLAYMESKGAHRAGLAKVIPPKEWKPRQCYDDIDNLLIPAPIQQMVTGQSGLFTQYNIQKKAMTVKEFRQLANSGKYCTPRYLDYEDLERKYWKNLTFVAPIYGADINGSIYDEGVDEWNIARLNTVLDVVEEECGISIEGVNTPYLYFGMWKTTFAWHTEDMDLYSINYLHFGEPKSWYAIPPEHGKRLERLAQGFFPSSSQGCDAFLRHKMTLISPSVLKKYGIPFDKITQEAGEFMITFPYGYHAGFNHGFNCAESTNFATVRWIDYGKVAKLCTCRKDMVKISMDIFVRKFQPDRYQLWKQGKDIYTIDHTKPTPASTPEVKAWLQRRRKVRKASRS
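System: N-terminal GST-fused human GASC-1 (KDM4C) fragment, residues 2-372; amount: enzyme final amount 10 nM; incubation: reaction 30 min RT, detection step 1 h RT; medium: HEPES buffer, pH 7.5, plus ascorbate; technique: LANCE TR-FRET, Eu antibody, ULight-streptavidin, EDTA, ex 340 nm, em 618/671 nm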
C diff growth: blocks growth of Clostridium difficile; Clostridium difficile clinical isolate growth, OD600, 24 h; active compounds read low; growth activity, negative = inhibition, % at 16 µg/mL (by protocol); 86,000 tested, 0.25% active; AID 1259249;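 active = mean growth activity at or below -80% and every replicate also at or below -80%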;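 also: 0% = DMSO wells and -100% = levofloxacin 16 µg/mL wells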
Active calls of the source: *; & = joins results of further samples.

What do the screens show for `CO[C@@H](CN(C)C(=O)c1ccc2c(c1)OCO2)[C@@H](C)CN([C@@H](C)CO)S(=O)(=O)c1ccc(C)cc1`?
Tcruzi prolif: 14; Pf Dd2 growth: 3; KDM4C inh: 1.0

What do the screens show for `C[C@@H]1CN([C@H](C)CO)C(=O)c2cc(NS(=O)(=O)c3ccc(F)cc3)ccc2O[C@H]1CN(C)Cc1ccc2c(c1)OCO2`?
Tcruzi prolif: 13; Pf Dd2 growth: 5; KDM4C inh: 1.1; C diff growth: 0

How did COCC#Cc1ccc2c(c1)O[C@H](CN(C)CC1CCCCC1)[C@H](C)CN([C@H](C)CO)S2(=O)=O do in these assays?
Tcruzi prolif: 105; Pf Dd2 growth: -65; KDM4C inh: 0.0; C diff growth: 7

How did COc1ccccc1CNC(=O)C[C@@H]1C[C@@H]2c3cc(NC(=O)Nc4ccc(C(F)(F)F)cc4)ccc3O[C@@H]2[C@H](CO)O1 do in these assays?
Tcruzi prolif: 125*; Pf Dd2 growth: -24; KDM4C inh: -2.1; C diff growth: 6

Results for C[C@@H]1CN([C@H](C)CO)C(=O)c2cc(C3=CCCC3)cnc2O[C@@H]1CN(C)C(=O)c1cccnc1 ?
Tcruzi prolif: -109; Pf Dd2 growth: 17; KDM4C inh: 13; C diff growth: 8

How did CCNC(=O)[C@H]1[C@H](CO)[C@H]2Cn3c(ccc(-c4ccccc4F)c3=O)[C@@H]1N2CC1CC1 do in these assays?
Tcruzi prolif: 87; Pf Dd2 growth: 1; KDM4C inh: -1.7; C diff growth: -4

Results for C[C@@H]1CN([C@H](C)CO)C(=O)c2cccc(NC(=O)c3cnccn3)c2O[C@@H]1CN(C)Cc1ccc(Oc2ccccc2)cc1 ?
Tcruzi prolif: 86; Pf Dd2 growth: -58; KDM4C inh: 0.1; C diff growth: 4

Results for O=C(C[C@@H]1CC[C@H](NS(=O)(=O)c2ccccc2)[C@@H](CO)O1)N1CCC(Cc2ccccc2)CC1 ?
Pf Dd2 growth: -6; KDM4C inh: -0.6; C diff growth: -6

How did O=C(C[C@@H]1C=C[C@@H](NC(=O)CC2CC2)[C@H](CO)O1)NCc1ccccc1 do in these assays?
Pf Dd2 growth: 32; KDM4C inh: -1.3; C diff growth: -4

What do the screens show for `CN1CCN(C(=O)C[C@H]2C=C[C@@H](NC(=O)Cc3ccccn3)[C@H](CO)O2)CC1`?
Tcruzi prolif: -37; Pf Dd2 growth: 12; KDM4C inh: 1.8

How did O=C(NCc1ccc(F)cc1)[C@@H]1[C@@H](CO)[C@@H]2Cn3c(cccc3=O)[C@@H]2N1Cc1ccccn1 do in these assays?
Tcruzi prolif: 18; Pf Dd2 growth: 2; KDM4C inh: 1.7; C diff growth: 2

What do the screens show for `C[C@@H]1CN([C@H](C)CO)C(=O)c2cc(NS(=O)(=O)c3ccc(Cl)cc3)ccc2O[C@H]1CN(C)C(=O)NC1CCCCC1`?
Tcruzi prolif: 31; Pf Dd2 growth: -21; KDM4C inh: -0.5; C diff growth: -1

Results for CC(C)NC(=O)N(C)C[C@H]1Oc2c(NC(=O)NC3CCCCC3)cccc2C(=O)N([C@@H](C)CO)C[C@H]1C ?
Tcruzi prolif: -16; Pf Dd2 growth: 7; KDM4C inh: -3.9; C diff growth: 2

What do the screens show for `CCS(=O)(=O)Nc1ccc2c(c1)C(=O)N(C)[C@@H]1CC[C@@H](CC(=O)N3CCCCC3)O[C@@H]1CO2`?
Tcruzi prolif: -32; Pf Dd2 growth: 7; KDM4C inh: 1.5; C diff growth: -14

What do the screens show for `O=C1CNC[C@H]2[C@H](c3ccc(-c4ccccc4F)cc3)[C@H](CO)N12`?
Pf Dd2 growth: -50; KDM4C inh: 0.7; C diff growth: -1

Results for CN1C(=O)c2cc(NC(=O)c3ccc(F)cc3)ccc2OC[C@@H]2O[C@@H](CC(=O)NCC3CCCCC3)CC[C@H]21 ?
Tcruzi prolif: 22; Pf Dd2 growth: 5; KDM4C inh: -0.8; C diff growth: 2

Results for CNC[C@H]1OCCCC[C@H](C)Oc2ccc(N(C)C)cc2C(=O)N([C@H](C)CO)C[C@@H]1C ?
Tcruzi prolif: 7; KDM4C inh: -0.3; C diff growth: -1

How did C[C@H]1CCCCO[C@H](CN(C)S(=O)(=O)c2ccc(F)cc2)[C@@H](C)CN([C@@H](C)CO)C(=O)c2cc(NC(=O)Cc3ccccc3)ccc2O1 do in these assays?
Tcruzi prolif: 91; Pf Dd2 growth: -89*; KDM4C inh: -1.8

Results for CN(C)C(=O)c1ccc(-c2ccc([C@H]3[C@@H](C#N)N(S(C)(=O)=O)[C@@H]3CO)cc2)cc1 ?
Tcruzi prolif: 12; Pf Dd2 growth: -4; KDM4C inh: -1.5; C diff growth: -20

Results for CCCN1C[C@H](C)[C@@H](OC)CN(C)C(=O)c2ccc(NC(=O)C3CCC3)cc2OC[C@H]1C ?
Tcruzi prolif: 19; Pf Dd2 growth: -6; KDM4C inh: -0.3

Results for COC(=O)C[C@H]1C=C[C@@H](NS(=O)(=O)c2ccc(OC)cc2)[C@@H](CO)O1 ?
Tcruzi prolif: 24; Pf Dd2 growth: 17; KDM4C inh: -0.1

Results for O=C(C[C@H]1C[C@@H]2c3cc(NC(=O)NC4CCCCC4)ccc3O[C@@H]2[C@@H](CO)O1)NCc1ccncc1 ?
Tcruzi prolif: 6; Pf Dd2 growth: 14; KDM4C inh: 0.1

What do the screens show for `O=C(C[C@@H]1CC[C@H]2[C@@H](COC[C@H](O)CN2S(=O)(=O)c2ccc(Oc3ccccc3)cc2)O1)Nc1ccccc1`?
Pf Dd2 growth: -16; KDM4C inh: -0.3; C diff growth: 82&71

Results for CC=Cc1ccc2n(c1=O)C[C@@H]1[C@@H](CO)[C@H](C(=O)NCCC)N(C(=O)c3cccnc3)[C@H]21 (mixture of isomers) ?
Pf Dd2 growth: 17; KDM4C inh: 1.4; C diff growth: -7

What do the screens show for `Cc1noc(C)c1S(=O)(=O)N(C)C[C@H]1Oc2ccc(NS(=O)(=O)c3ccc(Cl)cc3)cc2CC(=O)N([C@H](C)CO)C[C@@H]1C`?
Tcruzi prolif: 5; Pf Dd2 growth: -36; KDM4C inh: -2.4; C diff growth: 4

What do the screens show for `O=C(CN1CCOCC1)N[C@H]1CC[C@H](CCNC(=O)Nc2cc(F)ccc2F)O[C@H]1CO`?
Tcruzi prolif: -15; Pf Dd2 growth: -6; KDM4C inh: -1.5

How did C[C@@H]1CN([C@@H](C)CO)C(=O)Cc2cc(NS(=O)(=O)c3cccs3)ccc2O[C@H]1CN(C)Cc1ccc(C(=O)O)cc1 do in these assays?
Tcruzi prolif: -37; Pf Dd2 growth: 27; KDM4C inh: 0.4; C diff growth: -3

Results for C[C@@H]1CN([C@H](C)CO)C(=O)c2cc(NC(=O)Nc3ccc4c(c3)OCO4)ccc2O[C@@H](C)CCCCO[C@@H]1CN(C)S(=O)(=O)c1ccccc1 ?
Tcruzi prolif: 66; Pf Dd2 growth: -80; KDM4C inh: -0.8; C diff growth: 4

How did CCNC(=O)[C@@H]1[C@@H](CO)[C@@H]2Cn3c(ccc(-c4cccc(F)c4)c3=O)[C@@H]2N1C(=O)Cc1cccnc1 do in these assays?
Tcruzi prolif: -29; Pf Dd2 growth: -6; KDM4C inh: 10; C diff growth: 0

How did C[C@@H]1CN([C@H](C)CO)C(=O)Cc2cc(NS(=O)(=O)c3ccc(Cl)cc3)ccc2O[C@@H]1CN(C)CC1CC1 do in these assays?
Tcruzi prolif: 34; Pf Dd2 growth: -1; KDM4C inh: -1.4; C diff growth: -3

Quoted at random: 5 compounds from above.
What do the screens show for `O=C(CN1CCOCC1)N[C@H]1CC[C@H](CCNC(=O)Nc2cc(F)ccc2F)O[C@H]1CO`?
Tcruzi prolif: -15; Pf Dd2 growth: -6; KDM4C inh: -1.5

Results for COC(=O)C[C@H]1C=C[C@@H](NS(=O)(=O)c2ccc(OC)cc2)[C@@H](CO)O1 ?
Tcruzi prolif: 24; Pf Dd2 growth: 17; KDM4C inh: -0.1

Results for C[C@@H]1CN([C@H](C)CO)C(=O)c2cc(NC(=O)Nc3ccc4c(c3)OCO4)ccc2O[C@@H](C)CCCCO[C@@H]1CN(C)S(=O)(=O)c1ccccc1 ?
Tcruzi prolif: 66; Pf Dd2 growth: -80; KDM4C inh: -0.8; C diff growth: 4

How did CCNC(=O)[C@@H]1[C@@H](CO)[C@@H]2Cn3c(ccc(-c4cccc(F)c4)c3=O)[C@@H]2N1C(=O)Cc1cccnc1 do in these assays?
Tcruzi prolif: -29; Pf Dd2 growth: -6; KDM4C inh: 10; C diff growth: 0

What do the screens show for `Cc1noc(C)c1S(=O)(=O)N(C)C[C@H]1Oc2ccc(NS(=O)(=O)c3ccc(Cl)cc3)cc2CC(=O)N([C@H](C)CO)C[C@@H]1C`?
Tcruzi prolif: 5; Pf Dd2 growth: -36; KDM4C inh: -2.4; C diff growth: 4

More structures
How did CCC(=O)N1[C@H](CO)[C@H](c2ccccc2)[C@H]1CN(CC)C(=O)c1ccc(F)cc1 do in these assays?
Tcruzi prolif: 64; Pf Dd2 growth: 4; KDM4C inh: -2.2; C diff growth: 10

Results for C[C@@H]1CN([C@@H](C)CO)C(=O)c2cc(N(C)C)ccc2O[C@@H](C)CCCCO[C@@H]1CN(C)C(=O)Nc1ccc2c(c1)OCO2 ?
Tcruzi prolif: 26; Pf Dd2 growth: -36; KDM4C inh: 0.7; C diff growth: 1

What do the screens show for `Cc1noc(C)c1NC(=O)N(C)C[C@@H]1OCCCC[C@@H](C)Oc2ccc(NC(=O)c3ccccc3)cc2C(=O)N([C@H](C)CO)C[C@H]1C`?
Tcruzi prolif: 8; Pf Dd2 growth: -6; KDM4C inh: 0.0

Results for CC(C)NC(=O)Nc1ccc2c(c1)C(=O)N([C@H](C)CO)C[C@H](C)[C@@H](CN(C)S(=O)(=O)c1ccc(F)cc1)OCCCC[C@H](C)O2 ?
Tcruzi prolif: 14; KDM4C inh: 0.8; C diff growth: 8

What do the screens show for `C[C@@H]1CN([C@H](C)CO)S(=O)(=O)c2ccc(C#Cc3cccc(F)c3)cc2O[C@@H]1CN(C)S(=O)(=O)c1ccccc1F`?
Tcruzi prolif: 104*; Pf Dd2 growth: -73; KDM4C inh: -1.0; C diff growth: 7

How did COc1ccc(CN2[C@H](CO)[C@@H]3c4ccccc4N(C(=O)C4CC4)C[C@@H]32)cc1 do in these assays?
Tcruzi prolif: -16; Pf Dd2 growth: 2; KDM4C inh: -2.8; C diff growth: -8

Results for O=C(C[C@H]1C[C@H]2c3cc(NC(=O)c4cccnc4)ccc3O[C@H]2[C@@H](CO)O1)NCc1cccnc1 ?
Tcruzi prolif: -4; Pf Dd2 growth: 15; KDM4C inh: 2.6

Results for O=C(C[C@H]1CC[C@H](NC(=O)CC2CC2)[C@@H](CO)O1)NCc1ccccc1 ?
Pf Dd2 growth: 12; KDM4C inh: -1.0; C diff growth: 0

What do the screens show for `CNC[C@H]1Oc2ccc(NS(=O)(=O)c3cn(C)cn3)cc2CC(=O)N([C@H](C)CO)C[C@H]1C`?
Tcruzi prolif: -15; Pf Dd2 growth: -3; KDM4C inh: 0.8; C diff growth: -8

How did O=C(C[C@@H]1C[C@@H]2c3cc(NC(=O)c4cccnc4)ccc3O[C@@H]2[C@H](CO)O1)NCCN1CCCCC1 do in these assays?
Tcruzi prolif: -25; Pf Dd2 growth: 4; KDM4C inh: 4.4

What do the screens show for `CCCNC(=O)N(C)C[C@@H]1Oc2cc(C3=CCCCC3)ccc2S(=O)(=O)N([C@H](C)CO)C[C@@H]1C`?
Tcruzi prolif: 53; Pf Dd2 growth: -20; KDM4C inh: -1.0; C diff growth: -1

How did Cc1ccc(S(=O)(=O)Nc2ccc3c(c2)C(=O)N([C@H](C)CO)C[C@H](C)[C@H](CN(C)C(=O)C2CCCCC2)OCCCC[C@H](C)O3)cc1 do in these assays?
Tcruzi prolif: 84; Pf Dd2 growth: -23; KDM4C inh: -0.4; C diff growth: -3

Results for C[C@@H]1CN([C@@H](C)CO)C(=O)c2cc(NS(=O)(=O)c3cccs3)ccc2O[C@@H](C)CCCCO[C@H]1CN(C)S(=O)(=O)c1ccc(F)cc1 ?
Tcruzi prolif: 62; Pf Dd2 growth: -57; KDM4C inh: 1.7; C diff growth: 24

How did COc1ccc(CN(C)C[C@H]2Oc3ccc(NC(=O)NC(C)C)cc3C(=O)N([C@H](C)CO)C[C@@H]2C)cc1 do in these assays?
Tcruzi prolif: -3; Pf Dd2 growth: 9; KDM4C inh: 0.3; C diff growth: -1

What do the screens show for `COCCNC(=O)C[C@H]1CC[C@@H]2[C@H](COC[C@@H](O)CN2Cc2cccc(-c3ccncc3)c2)O1`?
Tcruzi prolif: 109*; Pf Dd2 growth: 9; KDM4C inh: 0.0; C diff growth: 9&3

What do the screens show for `O=C(Nc1ccc(F)cc1)N1CC(=O)N2[C@H](CO)[C@H](c3ccc(C#Cc4cccnc4)cc3)[C@H]2C1`?
Pf Dd2 growth: 9; KDM4C inh: 0.2; C diff growth: -9

How did C[C@@H]1CN([C@@H](C)CO)C(=O)c2cccc(NC(=O)C3CCOCC3)c2O[C@H]1CN(C)C(=O)Nc1ccc2c(c1)OCO2 do in these assays?
Tcruzi prolif: 19; Pf Dd2 growth: 9; KDM4C inh: 1.4; C diff growth: -2

Source: PubChem BioAssay (Broad Institute)

Not a hit list; overall some 6.7% were active at least once.
